IDE act = boosts human insulin-degrading enzyme activity in HEK cells. P14735. FAbeta-B cleavage, fluorescence polarization; 0% vehicle, 100% cell-free pure enzyme wells. activation, % at 5.96 µM. 340,000 tested, 0.073% active. AID 493087;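 active = activation above the mean of all tested compounds plus 3 SD, set per screening campaign, cut at about 17% in these data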
Target sequence (P14735 whole entry, looked up): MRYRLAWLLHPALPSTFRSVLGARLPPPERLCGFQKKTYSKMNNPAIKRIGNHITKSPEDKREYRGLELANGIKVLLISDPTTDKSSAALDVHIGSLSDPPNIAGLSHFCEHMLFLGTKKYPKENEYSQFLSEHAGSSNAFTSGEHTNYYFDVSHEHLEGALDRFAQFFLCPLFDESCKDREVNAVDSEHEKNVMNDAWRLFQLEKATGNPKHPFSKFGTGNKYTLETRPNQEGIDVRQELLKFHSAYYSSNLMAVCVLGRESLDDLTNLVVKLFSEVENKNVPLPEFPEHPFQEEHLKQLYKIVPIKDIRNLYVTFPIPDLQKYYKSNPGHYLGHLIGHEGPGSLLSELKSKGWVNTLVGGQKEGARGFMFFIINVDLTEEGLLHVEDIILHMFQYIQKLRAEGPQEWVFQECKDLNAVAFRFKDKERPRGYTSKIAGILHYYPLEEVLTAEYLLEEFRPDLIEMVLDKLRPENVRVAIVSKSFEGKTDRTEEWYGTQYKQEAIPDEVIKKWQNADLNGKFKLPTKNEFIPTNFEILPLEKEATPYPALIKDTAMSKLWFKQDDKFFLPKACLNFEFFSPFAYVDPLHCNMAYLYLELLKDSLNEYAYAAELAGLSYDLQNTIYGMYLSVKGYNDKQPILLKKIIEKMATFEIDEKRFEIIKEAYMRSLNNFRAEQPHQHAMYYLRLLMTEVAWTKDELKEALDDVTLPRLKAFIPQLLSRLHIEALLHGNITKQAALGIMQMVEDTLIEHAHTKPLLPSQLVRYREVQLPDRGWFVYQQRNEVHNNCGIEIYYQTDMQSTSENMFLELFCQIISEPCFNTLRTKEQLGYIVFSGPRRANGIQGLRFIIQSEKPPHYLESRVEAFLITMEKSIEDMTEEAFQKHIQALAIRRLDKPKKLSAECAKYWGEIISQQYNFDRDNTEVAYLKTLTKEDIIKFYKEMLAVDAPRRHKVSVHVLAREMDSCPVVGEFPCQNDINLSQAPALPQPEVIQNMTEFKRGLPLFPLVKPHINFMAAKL
The depositor's hits bear a star. An excerpt. The share of hits here may be higher or lower than overall.

SMILES | IDE act
CN1C(=O)C(N=Nc2ccc([N+](=O)[O-])cc2)SC1=S (stereo not drawn) | -2
C=CCOC1=CS(=O)(=O)N(Cc2ccc(Br)cc2)c2ccc(Br)cc21 | 4
O=C1OC(c2ccccc2)(c2ccccc2)c2ccccc21 | 7
O=c1[nH]nc(N=Nc2c(O)[nH]c3ccc(F)cc23)c(=O)[nH]1 | 1
CC(=O)Nc1ccc(Sc2ccc([N+](=O)[O-])o2)cc1 | 1
CC(O)(c1ccccc1)C(C(c1ccccc1)N1CCOCC1)N1CCOCC1 (stereo not drawn) | 6
Nc1nc(SCc2ccccc2[N+](=O)[O-])c2ncn(Cc3ccccc3)c2n1 | 7
CCCCCOc1ccc(C(=O)CCC(=O)NNC(=O)c2ccncc2)cc1 | 7
O=C(OCc1ccccc1)N1CCC2CC1c1cc(N3CCOCC3)ccc12 (stereo not drawn) | 2
COc1cc2c(cc1OC)CN(C1CCC(C(C)(C)C)CC1)CC2 (stereo not drawn) | 4
CC(=O)CSc1nc(CCc2ccccc2)c(C#N)c(=O)[nH]1 | 4
CC(NC(=O)CN1C(=O)NC(C)(C2CC2)C1=O)c1ccc(F)cc1 (stereo not drawn) | 4
O=C(/C=C/c1ccccc1)c1ccc2ccccc2c1 | 2
O=[N+]([O-])c1cccc2[nH]ncc12 | 6
COc1ccc(CC(=O)OCC(=O)N2CCN(S(=O)(=O)c3ccc(C)cc3C)CC2)cc1OC | 6
COc1ccccc1CNS(=O)(=O)c1ccc(N2CCCC2)cc1Br | 0
Cc1ccc(S(=O)(=O)N(CC(=O)NCc2cccs2)c2ccccc2)cc1 | 3
O=[N+]([O-])c1ccc(COc2ccc(CN3CCCC3)cc2)cc1 | -2
Cc1ccc(S(=O)(=O)N2CCN(CC(=O)Nc3ccccc3C(=O)NC3CC3)CC2)cc1 | -2
CCCCNC1(C#N)CCN(Cc2ccccc2)CC1 | 4

Of the compounds above, 2 have two or more sulfur atoms:
SMILES | IDE act
CN1C(=O)C(N=Nc2ccc([N+](=O)[O-])cc2)SC1=S (stereo not drawn) | -2
Cc1ccc(S(=O)(=O)N(CC(=O)NCc2cccs2)c2ccccc2)cc1 | 3

Taken from above.
IDE act with C=CCOC1=CS(=O)(=O)N(Cc2ccc(Br)cc2)c2ccc(Br)cc21 reads 4
IDE act with COc1ccccc1CNS(=O)(=O)c1ccc(N2CCCC2)cc1Br reads 0
IDE act with CN1C(=O)C(N=Nc2ccc([N+](=O)[O-])cc2)SC1=S (stereo not drawn) reads -2
IDE act with Cc1ccc(S(=O)(=O)N(CC(=O)NCc2cccs2)c2ccccc2)cc1 reads 3
IDE act with CCCCNC1(C#N)CCN(Cc2ccccc2)CC1 reads 4
IDE act with CC(NC(=O)CN1C(=O)NC(C)(C2CC2)C1=O)c1ccc(F)cc1 (stereo not drawn) reads 4

New compounds follow.
SMILES | IDE act
COC(=O)[C@H](CC(C)C)NC(=O)Cn1cnc(C(=O)Nc2ccc(C)c(C)c2)n1 | 3
CCc1c(Nc2ccccc2Cl)nc(N)[nH]c1=O | -4
CO[C@H]1CC[C@@]2(C)[C@@H](CC[C@@H]3[C@@H]2CC[C@@]2(C)[C@H]3C[C@H](C(=O)O)O[C@]23CCCO3)C1 | 5
C/C(=N\Nc1ccc(Cl)nn1)c1ccccc1O | -4
CCN1C(=O)CC(C(C)C)N(C2CCCC2)c2nc(Nc3ccc(C(=O)NC4CCN(C)CC4)cc3OC)ncc21 (stereo not drawn) | 0
O=Cc1c[nH]c2ccc(NC(=O)OCc3ccccc3)cc12 | 4
O=c1cc(-c2ccco2)oc2ccccc12 | 0
Cc1cc(=O)n2c3c(c4c(cc13)c(CN(C)C)cc(=O)n4C)OC2 | -2
Cn1c(=O)c2c(nc(OC3CCCC3)n2C)n(C)c1=O | 5
CN(C)C(=O)CCc1ccc2c3c([nH]c2c1)[C@]1(C)[C@@H](C(=O)N2CCCCC2)C[C@H](CC(=O)NCC24CC5CC(CC(C5)C2)C4)C(=O)N1CC3 | 4
COc1cc(NCCCn2cnc3c(OCc4ccccc4)ncnc32)cc(OC)c1OC | 3
CCN(c1ccc2c(c1)OCO2)S(=O)(=O)c1cc2c(cc1Br)CCN2C(=O)C1CC1 | -3
CCc1cc(C(=O)NNC(=O)c2csc(N3CCOCC3)n2)sc1C | 0
CC(C)(C)c1ccc(C2(C)NC(=O)N(CC(=O)NC3CCS(=O)(=O)C3)C2=O)cc1 (stereo not drawn) | -1
CC(C)=CCNc1ncnc2c1c(C#N)cn2C1OC(CO)C(O)C1O (stereo not drawn) | 6
O=C(NNC(=O)c1ccc(S(=O)(=O)N2CCCC2)cc1)c1ccc(Br)cc1 | -3
CC(C)(c1ccccc1)c1ccc(OCc2ccc(C(=O)O)o2)cc1 | 1
O=C(NCc1ccncc1)c1cccc(S(=O)(=O)Nc2ccc(F)cc2)c1 | 2
CC(CNC(=O)CN(C)CC(=O)Nc1ccccc1Br)c1ccccc1 (stereo not drawn) | 0
Cc1cccc(N2CCN(C(=S)c3ccc4c(c3)OCO4)CC2)c1 | -1

Five compounds already listed, sorted by the value under IDE act, smallest number first:
SMILES,IDE act
Cc1cccc(N2CCN(C(=S)c3ccc4c(c3)OCO4)CC2)c1,-1
CC(CNC(=O)CN(C)CC(=O)Nc1ccccc1Br)c1ccccc1 (stereo not drawn),0
CC(C)(c1ccccc1)c1ccc(OCc2ccc(C(=O)O)o2)cc1,1
O=C(NCc1ccncc1)c1cccc(S(=O)(=O)Nc2ccc(F)cc2)c1,2
CC(C)=CCNc1ncnc2c1c(C#N)cn2C1OC(CO)C(O)C1O (stereo not drawn),6

More results
SMILES | IDE act
O=C(C[C@H]1C[C@H](C(=O)N2CCOCC2)[C@@]2(CCC3CCCC3)c3[nH]c4ccc(Cl)cc4c3CCN2C1=O)NCCN1CCOCC1 | -3
Cc1ccc(S(=O)(=O)Nc2ccc3ncccc3c2[N+](=O)[O-])cc1 | 1
O=C(Cc1ccc(NC(=O)C2CCCN(C(=O)C3CC3)C2)cc1)Nc1ccc(C(=O)N2CCOCC2)cc1 (stereo not drawn) | -3
CC(C)c1ccc(C(C(C(=O)c2ccccc2)N2CCOCC2)N2CCOCC2)cc1 (stereo not drawn) | 3
O=C1NC(=S)SC1=Cc1cccs1 | -1
COC(=O)C/C=C/N(Cc1ccccc1OC)S(=O)(=O)CCl | 1
CCCCN1CC(COc2ccccc2)Oc2cccc(F)c2S1(=O)=O (stereo not drawn) | 4
CCc1ccc(CNCCNC(=O)c2ccco2)cc1 | 7
O=C(Nc1ccc(S(=O)(=O)N2CCOCC2)cc1)c1ccc(Cl)c([N+](=O)[O-])c1 | -1
C=CCn1c(SCC(=O)c2c(N)n(C3CC3)c(=O)[nH]c2=O)nnc1-c1ccc(OC)cc1 | 4
COc1cc(N)c2ncccc2c1OC | 5
Cc1ccc(C)c(N2CCN(C(=O)CCc3nc(-c4ccccc4)no3)CC2)c1 | -4
COCCN(C(=O)COC(=O)C(C)(C)Oc1ccc(Cl)cc1)c1c(N)n(Cc2ccccc2)c(=O)[nH]c1=O | -4
COCCN(C(=O)Cc1csc(-c2cccc(Cl)c2)n1)c1c(N)n(Cc2ccccc2)c(=O)[nH]c1=O | 2
CCOC(=O)c1c(NC(=O)CN2CCN(c3cccc(Cl)c3)CC2)sc(C)c1C | 10
CCCCN(C(=O)c1ccc(NC2CC2)c([N+](=O)[O-])c1)c1c(N)n(CCCC)c(=O)[nH]c1=O | 5
COc1ccc(CNC(=O)COC(=O)C2=Cc3ccccc3OC2)cc1 | -2
COc1ccc(C(CNC(=O)CNC(=O)c2cc(OC)c(OC)c(OC)c2)N2CCOCC2)cc1 (stereo not drawn) | 5
CC(C)C[C@@H](CNCC(=O)[C@H](C)NC(=O)c1[nH]cnc1C(=O)N[C@@H](C)CN)NC(=O)c1nc[nH]c1C(=O)N[C@@H](C)C(=O)O | 0
COc1ccc(CCNC(=O)c2cccc(S(=O)(=O)N3CCCC3)c2)cc1 | -2
O=C(NNC(=O)c1cccc2ccccc12)c1cccc(Cl)c1 | 2
OCC1OC(n2cnc3c(=S)nc[nH]c32)CC1O (stereo not drawn) | -6
COc1ccc(C(=O)N(c2ccccc2)c2nccc3ccccc23)cc1OC | 2
COc1cccc(NC(=O)CN(C)C(C)C(=O)NC(C)c2ccc(Cl)cc2Cl)c1 (stereo not drawn) | -2
COc1cccc(NC(=O)CN(C)C(=O)Cc2ccc3c(c2)OCCO3)c1 | 3
COC(=O)[C@@H](Cc1c[nH]c2ccccc12)NCc1cccc(B(O)O)c1 | -2
O=C(COC(=O)c1cncc(Br)c1)Nc1ccc(F)c(F)c1F | 1
Nc1nnc(SCC(=O)NNC(=O)c2ccccc2)s1 | 1
COC(=O)c1ccc2c(c1C(=O)OC)CN(S(=O)(=O)C(C)(C)C)[C@H]2CCO | -1
CN(CC(=O)Nc1ccccc1Cl)C(=O)c1cc2c(s1)CCCCC2 | 0
O=C1NC(=O)C2(CCCC2C(=O)O)N1 (stereo not drawn) | 0
Nc1nc(-c2ccccc2)ns1 | 3
O=C(C[C@H]1C[C@H](C(=O)N2CCOCC2)[C@@]2(CCC3CCCC3)c3[nH]c4cc(-c5ccco5)ccc4c3CCN2C1=O)NCc1cccc(C(F)(F)F)c1 | 4
CCCOc1ccc(C(F)(F)F)cc1NS(=O)(=O)c1ccc(Cl)nc1 | 2
CC(C)CCCCCCCCCCCCC(=O)NCC(=O)NC1C(O)C(O)C(Nc2ncnc3nc[nH]c23)OC1C(O)CO (stereo not drawn) | 4
CC(=O)c1cccc(NC(=O)C(C)OC(=O)c2ccc(-n3cnnn3)cc2)c1 (stereo not drawn) | 0
CC1CC(C)CN(C(=O)COC(=O)c2ccc(Cl)nc2)C1 (stereo not drawn) | 2
O=S(=O)(NCCc1ccc(F)cc1)c1ccc(F)cc1Br | 2
COc1cc(C(=O)CCc2ccc3c(c2)OCO3)cc(OC)c1OC | 3
CN(CCc1ccccc1)C(=O)c1cccc(NC(=O)Cc2cccc(NC(=O)C3CCCN(S(=O)(=O)c4cccc([N+](=O)[O-])c4)C3)c2)c1 (stereo not drawn) | 6
Nc1cc(Cc2ccccc2)ccc1O | 7
Cc1ccc(C)c(Nc2nc3ccccc3[nH]2)c1 | -4
O=C1NC(=S)S/C1=C\c1cccc([N+](=O)[O-])c1 | 3
COc1ccc2[nH]c3c(c2c1)CCN1C(=O)C(CC(=O)NCC24CC5CC(CC(C5)C2)C4)C[C@H](C(=O)N2CCCCC2)[C@@]31C (stereo partly drawn) | 1
COc1ccc(CCC(=O)Nc2ccc(N3CCOCC3)c(S(=O)(=O)Nc3ccc(OC)cc3)c2)cc1 | -4
Cc1cc(C)c(S(=O)(=O)N2CCN(C(=O)c3ccccc3OCc3c(C)noc3C)CC2)c(C)c1 | 8
COc1ccc2c(-c3ccc(OCCN4CCOCC4)cc3)c(-c3ccccc3OC)sc2c1 | 6
CCOC(=O)C(CCc1ccccn1)c1ccccc1 (stereo not drawn) | 2
CN(C)N1C(=O)C2C3C=CC(O3)C2C1=O (stereo not drawn) | 1
CC(C)CC(=O)N1CC=CC[C@@H](c2ccc(Cl)cc2)N(Cc2ccc(Cl)cc2)C(=O)[C@@H]1Cc1ccccc1 | 1

Next part, starting with the last six of the part before.
SMILES | IDE act
COc1ccc(CCC(=O)Nc2ccc(N3CCOCC3)c(S(=O)(=O)Nc3ccc(OC)cc3)c2)cc1 | -4
Cc1cc(C)c(S(=O)(=O)N2CCN(C(=O)c3ccccc3OCc3c(C)noc3C)CC2)c(C)c1 | 8
COc1ccc2c(-c3ccc(OCCN4CCOCC4)cc3)c(-c3ccccc3OC)sc2c1 | 6
CCOC(=O)C(CCc1ccccn1)c1ccccc1 (stereo not drawn) | 2
CN(C)N1C(=O)C2C3C=CC(O3)C2C1=O (stereo not drawn) | 1
CC(C)CC(=O)N1CC=CC[C@@H](c2ccc(Cl)cc2)N(Cc2ccc(Cl)cc2)C(=O)[C@@H]1Cc1ccccc1 | 1
O=[N+]([O-])c1ccc(NN=Cc2cccc(O)c2)nc1 | 4
CCCS(=O)(=O)Nc1ccc(Nc2c3ccccc3nc3ccccc23)c(OC)c1 | 2
O=C(c1cc(F)c(F)cc1Cl)N1CCN(S(=O)(=O)c2cccs2)CC1 | -2
O=C(Cc1ccc(NC(=O)C2CCCN(C(=O)C3CCC3)C2)cc1)Nc1cccc(C(=O)N2CCCC2)c1 (stereo not drawn) | 0
Cc1cc(NC(=O)NC(=O)c2ccccc2NC(=O)C(C)N)ccc1Oc1ncc(Br)cn1 (stereo not drawn) | 3
COc1ccccc1-c1cccc([C@@H]2C[C@H]3[C@H](CON3C)CN2C)c1 | 1
Cc1ccc(OCCNC(=O)c2cccc(S(=O)(=O)NCc3ccccc3)c2)cc1 | 0
COc1ccc2c(c1)CCCC(Br)C2=O (stereo not drawn) | 1
CN(CC(=O)Nc1ccccc1C(=O)NC1CC1)Cc1ccccc1F | -2
CCCN=C1N(CC)C[C@@H]2[C@@H]3C(=O)N(Cc4ccccc4)C(=O)[C@@H]3[C@](C)(C(=O)OC)N12 | -1
CCC(C)c1ccccc1N1CC(C(=O)N2CCN(c3ccccc3)CC2)CC1=O (stereo not drawn) | 0
CC(C)(C)c1nnc2sc(SCC(O)=C(C#N)c3nc4ccccc4[nH]3)nn2c1=O | -3
O=C(/C=C/c1ccccc1)Nc1cccc(C(=O)N2CCCC2)c1 | -1
O=C(NC(Cc1ccc(O)cc1)C(=O)N=Nc1c(O)[nH]c2ccccc12)c1ccccc1 (stereo not drawn) | -1
CC1(C)COC(=S)N1CCC#N | -6
CCc1c(Nc2ccccc2C)nc(N)[nH]c1=O | 1
O=C1C(=Cc2cccs2)Oc2ccccc21 | -4
COC(=O)[C@@]1(C)[C@H]2C(=O)N(C)C(=O)[C@H]2[C@H]2CN=C(SCc3ccc(Cl)cc3)N21 | 7
Clc1ccc(C2Nc3cccc4cccc(c34)N2)c(Cl)c1 | 9
CC(=O)Nc1ccc(NC(=O)CCc2c(C)noc2C)cc1 | 4
C(=C1c2ccccc2-c2ccccc21)c1ccccn1 | -5
Cc1cc(NC2=CC(=O)C(=O)c3ccccc32)no1 | 5
CC(Sc1nnnn1C1CC1)C(=O)Nc1cccc(S(=O)(=O)N2CCOCC2)c1 (stereo not drawn) | 3
C(=C\c1sc(Nc2ccccc2)n[n+]1-c1ccccc1)/c1ccccc1 | 1
CCSc1nnc(SCC(=O)c2c(N)n(C)c(=O)n(C)c2=O)s1 | 0
